Screening data deposited in PubChem by several laboratories.
AI-2 QS modul: modulators of Vibrio harveyi AI-2 quorum sensing system; Vibrio harveyi JMH597 AI-2 luminescence/OD600 ratio, 9 h; hits give low values; strain lacks LuxN and CqsS sensors; 0 = neutral-control median; activity change, % at 7.5 µM; hit rate 0.4% among 300,000; in the data active = activity change below about -75%, passing the limit was not always enough;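 note: luminescence divided by OD600 gain over 9 h not by final OD600 alone; inactives centre near 13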
aSyn UTR inh: 5' untranslated region of α-synuclein, MLPCN primary screen; hit rate 0.82% among 300,000; inhibition, % (tested at 7.5 µM); alpha-synuclein 5'UTR reporter, inhibitor activity; in the data active = inhibition above about 60%;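 note: H4 neuroglioblastoma cells stably carrying SNCA 5'UTR luciferase fusion; 0% = DMSO wells and 100% = positive control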
GSK3A inh: inhibitors of human GSK-3 alpha kinase; P49840; ADP-Glo luminescence, 60 min; inhibition, % at 10 µM; hit rate 0.1% among 320,000; AID 2650;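 in the data active = inhibition above about 50%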;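 note: GST-tagged GSK-3 alpha with peptide substrate and 25 µM ATP; 0% = DMSO neutral wells and 100% = GW8510 positive control wells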
Target sequence (P49840 whole entry, looked up): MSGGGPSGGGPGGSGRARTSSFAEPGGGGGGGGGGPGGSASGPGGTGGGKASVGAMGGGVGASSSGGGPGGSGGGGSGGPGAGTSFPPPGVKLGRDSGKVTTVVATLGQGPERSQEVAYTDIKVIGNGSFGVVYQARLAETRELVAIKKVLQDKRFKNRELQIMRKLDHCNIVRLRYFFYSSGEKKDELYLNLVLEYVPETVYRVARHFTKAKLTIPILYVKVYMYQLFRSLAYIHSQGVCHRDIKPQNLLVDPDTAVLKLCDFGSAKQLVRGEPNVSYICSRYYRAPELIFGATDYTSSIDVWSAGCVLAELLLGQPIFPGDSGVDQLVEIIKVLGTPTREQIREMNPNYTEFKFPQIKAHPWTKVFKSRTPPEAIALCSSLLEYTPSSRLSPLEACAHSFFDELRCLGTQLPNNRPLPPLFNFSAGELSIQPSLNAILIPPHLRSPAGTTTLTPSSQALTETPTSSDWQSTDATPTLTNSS
HIF activator: HIF pathway transcriptional activation; hit rate 0.32% among 300,000; activation, % at 7.5 µM (by protocol); U2OS HRE-luciferase reporter, luminescence; normalized: DMSO 0%, desferrioxamine 100%; AID 1910;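 active = mean activation of at least 10% of the iron chelator positive control signal, with at least half of replicates also reaching 10%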
KLF5 inh: inhibitors of KLF5 expression; DLD-1 KLF5 promoter-luciferase reporter, luminescence; inhibition, % at 5 µM; hit rate 0.23% among 290,000; AID 1700;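 active = inhibition above a per-plate limit of that plate's mean compound inhibition plus 3 SD, cut at about 60% in these data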;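 note: 0% = DMSO wells and 100% = LY294002 at 200 µM; higher means less KLF5 promoter-driven luciferase light; inactives centre near -14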
IEC-6 cytotox: IEC-6 cytotoxicity, counter-screen for KLF5 inhibitors. luminescence viability. AID 1825. hit rate 0.78% among 290,000. inhibition, % at 5 µM; in the data active = inhibition above about 22%;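 note: 0% = plate median of test compound wells and 100% = cytotoxic reference compound wells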
HSF-1 act: increases HSF-1 driven luciferase reporter signal. NIH3T3-HGL HSF-1 luciferase reporter, MG132, 8 h; 100% = twice DMSO control signal. activation, % at 9 µM. hit rate 1.7% among 300,000;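 active = mean replicate activation of at least 50% with a set share of replicates each reaching 50%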;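 note: 0% = median of the neutral control wells and 100% = twice that signal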
HSF1 inh: HSF1 inhibition; NIH3T3-HGL HSE-luciferase, MG132-induced, luminescence 8 h; hits give low values; activity change, negative = inhibition, % at 7.5 µM (by protocol); hit rate 0.77% among 300,000; AID 2098;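 active = more than half of replicate wells show activity change below -50%, luminescence cut by over half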;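 note: luciferase reports HSF-1 transcriptional activity via heat shock element; 0% = median of DMSO wells and -100% = zero luminescence signal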
HSP90 refold inh: HSP90 refolding inhibition in rabbit reticulocyte lysate; hit rate 0.91% among 290,000; luciferase refolding luminescence, 3 h; inhibition, % at 5.6 µM;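 active = inhibition above the screen-wide mean plus 3 SD, computed separately per campaign, cut at about 16% in these data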;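 note: 0% = DMSO wells and 100% = 60 µM geldanamycin wells; inhibitors lower the luminescence because luciferase stays unfolded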
GSK3beta inhib: human GSK3beta kinase inhibition; P49841; GST-GSK3beta kinase, ADP-Glo luminescence, 60 min; hits give low values; activity score (negative = inhibition), % at 10 µM; hit rate 0.038% among 300,000; AID 2097;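 active = more than half of replicate wells score below -50%, meaning over 50% inhibition versus plate controls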;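 note: 0% = median DMSO wells and -100% = median GW8510 positive control wells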
Target sequence (P49841 whole entry, looked up): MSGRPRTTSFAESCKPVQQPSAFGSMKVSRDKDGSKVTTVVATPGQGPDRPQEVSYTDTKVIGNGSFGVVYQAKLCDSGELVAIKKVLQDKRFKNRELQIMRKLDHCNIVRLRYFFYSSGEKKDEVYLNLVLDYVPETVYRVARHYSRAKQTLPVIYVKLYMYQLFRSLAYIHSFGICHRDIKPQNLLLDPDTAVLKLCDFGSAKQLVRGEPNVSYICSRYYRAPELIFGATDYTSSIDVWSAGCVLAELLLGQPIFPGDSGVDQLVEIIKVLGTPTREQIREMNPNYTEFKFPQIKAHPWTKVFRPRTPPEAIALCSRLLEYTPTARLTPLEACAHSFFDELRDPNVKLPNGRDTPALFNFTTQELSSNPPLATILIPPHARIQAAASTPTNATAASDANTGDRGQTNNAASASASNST
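Test system: GST-fused GSK3beta enzyme, cell-free | Quantity: 1.6 ng GST-GSK3beta enzyme per well | Reagent: 25 µM ATP with peptide substrate | Schedule: 60 min enzyme reaction, room temperature | Signal: Luminescent ADP-Glo measurement of ADP formed | Read-out basis: Score relative to plate controls | Control set: DMSO and 20 µM GW8510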
An asterisk follows results filed as active; . = not tested or not shown.

SMILES	AI-2 QS modul	aSyn UTR inh	GSK3A inh	HIF activator	KLF5 inh	IEC-6 cytotox	HSF-1 act	HSF1 inh	HSP90 refold inh	GSK3beta inhib
CC1CCc2nn(CC(=O)NCc3ccco3)cc2C1 (stereo unspecified)	1	-21	.	0.6	2	-2	0	6	0	-1
Cc1cc(CNC(=O)COc2ccc([N+](=O)[O-])cc2)c2ccccc2n1	28	19	-1	0.1	-28	-6	2	1	2	0
O=C(O)c1cccc(COCC(F)(F)C(F)F)c1	41	-21	-2	0.7	-26	-1	-7	-9	0	2
COC(=O)c1sccc1N/N=C(\C)c1ccc(F)c(Cl)c1	15	-57	-2	-0.2	-34	4	38	13	4	3
Cc1ccc(C)c(NC(=O)C(C)N2C(=O)c3ccccc3C2=O)c1 (stereo unspecified)	-2	0	2	0.3	-3	2	5	0	5	-2
CCc1nc(SCC(=O)OC(C)C)c2ccccc2n1	2	-15	-1	0.5	-7	6	23	12	-2	3
Cc1ccc2c(c1)N(C(=O)c1ccco1)C(C)(C)c1ssc(=S)c1-2	35	21	1	-0.3	1	1	48	28	0	2
Cc1sc(NC(=O)CN(Cc2ccc(F)cc2)C(=O)C(C)(C)C)c(C(N)=O)c1C	23	20	-4	-0.5	2	2	4	-6	-2	-2
[O-]/C(=C(\C(=S)Nc1ccc(SC(F)F)cc1)[n+]1ccccc1)c1cc(Cl)ccc1Cl	4	-14	0	0.9	-27	7	-16	-4	-3	-1
CC1(C)COC(c2cc([N+](=O)[O-])ccc2Cl)=N1	7	-2	.	-0.4	8	1	-10	10	-1	0
CN1C(=O)C(CC(=O)Nc2ccc(F)cc2)N(NC(=O)c2cccc(F)c2)C1=S (stereo unspecified)	3	13	9	-0.4	8	1	7	2	-1	-1
COC(=O)c1ccccc1NC(=O)c1ccccc1N(C)S(C)(=O)=O	9	.	0	.	-16	-4	.	.	-2	-2
CCN(CC)CCCn1c(=S)[nH]c2ncccc2c1=O	9	3	-1	0.1	-2	-3	62*	16	2	3
O=C(CN1CCCCC1)Nc1cc(Cl)ccc1Cl	-1	-4	-3	0.3	1	2	6	0	2	3
Cc1nonc1C(=O)N/N=C/c1ccc(O)c(O)c1	16	-4	5	0.8	-19	9	-9	6	-1	5
CCCCNC(c1ccccc1)c1ccncc1 (stereo unspecified)	27	15	2	0.3	-7	-3	-14	-7	0	3
COC(=O)C1=C[C@@H](C(=O)OC)[C@@H]2C3=C(C(=O)[C@@]2(C)NC(=O)c2ccccc2)[C@H](c2ccccc2)n2c(=O)n(-c4ccccc4)c(=O)n2[C@@H]3C1	12	-2	-1	-0.3	.	.	-9	4	.	0
O=C(CN1CCc2ccccc2C1)Nc1ccccc1F	-3	-2	4	0.4	-25	2	8	-7	-1	5
CCCn1ncc(CN2CCC(n3nccc3NC(=O)CCc3ccccc3)CC2)c1C	2	-29	-1	-0.5	-1	1	-3	-3	-4	0
Cc1sc2nc(SCc3nc(-c4ccccc4)no3)n(-c3ccccc3)c(=O)c2c1C	7	7	.	-0.3	-1	-2	12	0	0	-2
O=C(C[n+]1cccc(/C=N/O)c1)N1CCCCCC1	11	-9	.	-0.1	-15	4	-26	-3	3	-12
CCCn1nc(C(=O)Oc2ccc3c(C)cc(=O)oc3c2)c2ccccc2c1=O	18	13	2	-17	10	-1	10	-4	-3	-3
C#CCN(C)CC/C=C1\c2ccccc2CSc2ccccc21	.	6	1	-0.3	-7	-2	-3	12	-1	.
Cc1cccc(NC(=O)C2C3C=CC4(O3)C2C(=O)N(CCCN2CCCC2)C4C(=O)NC2CCCC(C)C2C)c1 (stereo unspecified)	9	-15	-1	-0.1	5	0	-6	-5	2	-2
CCOC(=O)CC(=O)CSc1nc2c(sc(=S)n2-c2ccccc2)c(=O)[nH]1	16	-9	-6	-0.5	-26	-5	1	-1	-3	6
CCOC(=O)C1CCN(C(=O)Cc2ccccc2OC)CC1	19	-6	3	-0.7	3	4	.	.	2	0
COc1ccc(NS(=O)(=O)c2ccc(C)c(C(=O)N3CC(C)OC(C)C3)c2)cc1 (stereo unspecified)	12	8	.	-0.1	.	.	9	4	.	1
Cc1cc(NC(=O)c2ccc(C)s2)n(-c2ccccc2)n1	20	12	-1	-0.7	-30	-2	24	-1	1	0
COCCN(C(=O)COC(=O)CCOc1ccccc1)c1c(N)n(Cc2ccccc2)c(=O)[nH]c1=O	14	-2	-1	-0.2	.	.	3	-6	.	1
CCOC(=O)N1CCC(NC(=O)CSCc2nc(-c3ccc(C)cc3)oc2C)CC1	-3	34	-1	0.6	-1	11	31	11	2	-1
CCCc1cc(=O)oc2cc(C)cc(OC(=O)c3ccco3)c12	11	2	-1	0.2	-13	-1	11	1	-4	4
CC(=O)c1ccc(NC(=O)COc2ccc3c(c2)OCO3)cc1	-5	-17	4	0.1	-22	-4	56*	17	2	0
CC1CC(NC(=O)CC#N)CC(C)(C)C1 (stereo unspecified)	9	2	-1	0.8	-13	1	-3	-11	0	1
COc1ccc(Cl)cc1NC(=O)CSc1nc(N2CCCCC2)nc(N2CCCCC2)n1	-28	7	-1	-0.1	-15	-3	-7	4	-6	5
CC1CN(c2ccc([N+](=O)[O-])nc2)CC(C)O1 (stereo unspecified)	14	4	0	0.4	-53	-6	18	-2	-4	2
Cc1cc(C)c(S(=O)(=O)Nc2ccc3c(c2)CCC3)c(C)c1	14	-2	0	1.0	-4	5	-1	1	3	2
Cc1ccc(-c2nnc(N3CCCCCC3)c3ccccc23)cc1	14	-29	-2	0.9	-27	-1	17	3	1	1
Cc1nn(-c2ccccc2)c(C)c1NS(=O)(=O)c1ccccc1	0	37	2	-0.2	-11	0	11	0	1	-2
CC(=O)N1CCc2c(sc3c2c(=O)n(-c2ccccc2)c(=O)n3Cc2ccccc2Cl)C1	13	-4	-1	-0.3	-21	-3	-2	3	-1	2
Cc1ccccc1NC(=S)NCc1ccccc1	-6	-1	-1	0.1	-33	2	8	1	2	4
COCCN(CCOC)c1ncnc2c1cnn2-c1ccccc1	12	-29	-1	0.8	.	.	10	4	.	-1
Cc1nn(CC(=O)Nc2ccc(C(=O)N(C)C)cc2)c(=O)c2ccccc12	-90*	-9	1	-0.2	-17	0	-2	-2	4	1
CCC(=S)/C=C1\Sc2ccc3ccccc3c2N1CCCS(=O)(=O)O	37	-7	-22	-32	-1	0	-12	-8	-1	-1
CCCn1c(N)c(N2CCCCC2)c(=O)n(CC(=O)Nc2ccccc2)c1=O	26	-20	-1	0.4	-8	1	20	4	7	0
Cc1ccc(S(=O)(=O)NN2C(=O)c3ccccc3NC2c2cccc(O)c2)cc1 (stereo unspecified)	19	33	0	-0.5	-8	10	2	10	-3	1
Cc1cccc(Cl)c1NNC(=O)Nc1c([N+](=O)[O-])c(C)nn1C	1	-33	-5	-0.2	-14	-2	-1	-7	2	2
CC1=C(C(=O)Nc2ccccc2Cl)C(c2ccc(N(C)C)cc2)NC(=O)N1 (stereo unspecified)	20	0	-3	0.4	-17	0	12	7	0	1
O=C(NC1CCN(Cc2ccc(Cl)cc2Cl)CC1)c1ccccc1	15	34	1	-0.6	-28	2	11	3	-3	0
O=C(O)C1CCCCC1C(=O)NCCc1ccc(F)cc1 (stereo unspecified)	7	-3	0	-1.1	-40	-1	8	-10	-2	3
CCOC(=O)N1CCN(c2ccc(S(=O)(=O)N3CCOCC3)cc2[N+](=O)[O-])CC1	20	6	0	-0.3	.	.	-13	0	.	3
CN1CCN(S(=O)(=O)c2cccc(C(=O)N3CCc4ccccc43)c2)CC1	0	-12	0	-0.7	-15	1	-9	-4	5	0
O=c1oc2ccccc2c(NC2CCCCC2)c1NS(=O)(=O)c1ccc(F)cc1	26	3	0	0.2	-11	-3	21	12	-4	3
C#CCn1cnc2c(cnn2-c2ccc(C)c(C)c2)c1=O	32	-107	1	2.0	-75	0	42	12	0	0
CCOc1ccc(N(C(C)C(=O)N/N=C(\C)C(C)(C)C)S(C)(=O)=O)cc1 (stereo unspecified)	9	0	-2	-0.6	-11	-4	13	-5	-1	0
Cc1cc(C)n(-c2ccc(C(=O)NCc3ccc4c(c3)OCO4)cc2)n1	37	12	-10	0.0	-21	-4	-2	10	3	-2
Cc1ccc(C(=O)NCCCNc2ccccc2[N+](=O)[O-])cc1	25	15	-4	0.1	4	6	-1	-3	4	1
COc1cc(-c2nnn(CC(=O)N3CCOCC3)n2)cc(OC)c1OC	1	8	4	0.1	-17	-3	-8	-6	-2	1
Cc1c(NS(=O)(=O)c2ccc(C(=O)NCc3ccccc3)cc2)c(=O)n(-c2ccccc2)n1C	12	20	1	-0.5	0	2	0	-4	0	7
CCCOc1ccc(C(=O)Nc2ccccc2[N+](=O)[O-])cc1	-4	-401	-1	4.4	-110	5	59*	35	0	3
CC(C)(C)OC(=O)NC1CONC1=O (stereo unspecified)	23	-5	.	0.0	-1	-3	-10	-1	-2	2

Other results.
SMILES	AI-2 QS modul	aSyn UTR inh	GSK3A inh	HIF activator	KLF5 inh	IEC-6 cytotox	HSF-1 act	HSF1 inh	HSP90 refold inh	GSK3beta inhib
Cc1ccc(CNC(=O)C2CCC(=O)N2Cc2ccc(F)cc2)cc1 (stereo unspecified)	23	0	-1	0.1	-34	1	9	-5	-1	4
Cc1ccc(-n2nc3ccc(NC(=O)C(C)C)cc3n2)cc1	10	-137	-4	0.4	-189	-5	30	4	2	1
CC(=O)c1cc2c(cc1NC(=O)c1ccc(C)cc1)OCCO2	.	-46	-1	0.5	-14	12	5	6	0	.
CCC(C)(C)NC(=O)C(c1ccncc1)N(C(=O)Cn1nnc2ccccc21)c1cc2c(cc1C(C)=O)OCO2 (stereo unspecified)	9	14	0	-0.3	12	-4	5	1	-1	-1
Cc1ccc(C)c(N2C(=O)c3cc(N4CCOCC4)c([N+](=O)[O-])cc3C2=O)c1	15	-31	0	-0.3	-22	5	16	-2	-4	0
CCc1nc2ccccc2c(C(=O)Nc2ccc(C)cc2)c1C	-2	0	0	2.4	-17	-1	-25	-7	-2	1
COC(=O)Cn1c(CN(C)Cc2ccccc2)nc2c1c(=O)n(C)c(=O)n2C	5	3	-2	-2.2	-37	1	-7	-9	-4	0
CC(C)=NOc1nc(NC(=O)NS(=O)(=O)c2ccccc2Cl)nc(N(C)C)n1	3	-13	-1	-1.1	.	.	4	-1	.	2
NC(=O)CSc1ncnc2c1oc1ccccc12	7	-14	2	-0.3	-27	0	3	-2	0	1
CCc1ccccc1NC(=O)CC(O)(C(=O)OC)C(F)(F)F (stereo unspecified)	7	15	0	-0.3	-55	1	-8	-1	0	16

A draw from above in order of molar mass, rising.
SMILES	AI-2 QS modul	aSyn UTR inh	GSK3A inh	HIF activator	KLF5 inh	IEC-6 cytotox	HSF-1 act	HSF1 inh	HSP90 refold inh	GSK3beta inhib
Cc1ccc(-n2nc3ccc(NC(=O)C(C)C)cc3n2)cc1	10	-137	-4	0.4	-189	-5	30	4	2	1
CC(=O)c1cc2c(cc1NC(=O)c1ccc(C)cc1)OCCO2	.	-46	-1	0.5	-14	12	5	6	0	.
Cc1ccc(C)c(N2C(=O)c3cc(N4CCOCC4)c([N+](=O)[O-])cc3C2=O)c1	15	-31	0	-0.3	-22	5	16	-2	-4	0
